BB579 growth dn – reduces growth of yeast BB579 in restrictive medium; 140,000 compounds, 0.51% hits; inhibition, % at 10 µM; S. cerevisiae BB579 growth, OD615, 48 h; AID 804;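 active = inhibition above a set limit, 3 SD over the mean compound inhibition, cut at about 44% in these data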; also: inactives centre near -24
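Assay system: S. cerevisiae DeaD strain BB579 yeast. Medium: CSMM-D restrictive synthetic medium containing dextrose (glucose). Times: 4 h cell preincubation, 48 h compound exposure, 30 °C humidified. Signal: OD615 turbidity measurement. Benchmarks: positive control amphotericin B 10 µg/mL.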
Yeast lifespan up – extends the lifespan of yeast; S. cerevisiae growth with nicotinamide, OD615; deaD strain in restrictive glucose medium; inhibition of the nicotinamide effect, % at 10 µM; 130,000 compounds, 0.68% hits;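 active = inhibition above a set limit, placed 3 SD over the median of all compounds, cut at about 26% in these data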;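 also: 0% = nicotinamide-treated wells and 100% = cells grown without nicotinamide; some compounds called inactive have numbers as strong as hits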
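Test system: DeaD-strain S. cerevisiae / Buffer or medium: restrictive glucose medium / Also added: nicotinamide 1.5 mM / Doses: one concentration, 10 µM, DMSO 0.25% / Schedule: 48 h at 30 °C / Signal: OD615 measurement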
Measles CPE – protection of cells from measles virus | Measles virus-infected cells, CPE protection, absorbance | protection (pct of control), % at 4 µM | 140,000 compounds, 1.5% hits | AID 841; in the data active = protection mostly above about 24%, no sharp cut-off; inactive = mostly below about 26%; also: some compounds called inactive have numbers as strong as hits
MRP-1 activ – MRP-1 activation; H69AR cells + doxorubicin, viability rescue, CellTiter-Glo; viability increase, % at 10 µM; 140,000 compounds, 0.61% hits; AID 799;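 active = viability gain under doxorubicin at or above a set limit, the compound median plus 3 SD, cut at about 4.7% in these data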;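 also: MRP-1 overexpressing cells given doxorubicin 25 µM after compound pretreatment; 18-22 h compound pretreatment then 72 h with doxorubicin before readout; 0% = doxorubicin-only wells and 100% = vehicle-treated cells without doxorubicin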
E-sel TNF inh – blocks E-selectin expression induced by TNF alpha; HUVEC TNFa-induced E-selectin immunofluorescence, high content; inhibition, % at 2 µM; 120,000 compounds, 0.71% hits; AID 1246;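 active = inhibition above the batch mean plus 3 SD, and confirmed as a hit on visual image review, cut at about 43% in these data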;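 also: 0% = TNF-stimulated DMSO wells and 100% = unstimulated control wells; not every result past the cut was called active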
HCT116 PTEN-null – PTEN-deleted cell growth suppression | HCT116 PTEN-null viability, CellTiter-Glo, 60 h; stronger effect = lower value | 140,000 compounds, 1.2% hits | viability, % at 10 µM;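 active = viability at or below a set limit, 4 SD under the median of all tested compounds, cut at about 3.7% in these data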;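 also: PTEN knockout HCT116 line with beta catenin targeted HCT116 as companion control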
GALR2 blocker – antagonists of human galanin receptor 2 (GALR2); 140,000 compounds, 0.39% hits; inhibition, % at 4 µM; GALR2-expressing cells, antagonist mode; AID 828; in the data active = inhibition above about 27%;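 also: cells stimulated with galanin 1-16 at roughly its EC80; 0% = agonist challenge control and 100% = basal control without agonist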
Target sequence (O43603 whole entry, looked up): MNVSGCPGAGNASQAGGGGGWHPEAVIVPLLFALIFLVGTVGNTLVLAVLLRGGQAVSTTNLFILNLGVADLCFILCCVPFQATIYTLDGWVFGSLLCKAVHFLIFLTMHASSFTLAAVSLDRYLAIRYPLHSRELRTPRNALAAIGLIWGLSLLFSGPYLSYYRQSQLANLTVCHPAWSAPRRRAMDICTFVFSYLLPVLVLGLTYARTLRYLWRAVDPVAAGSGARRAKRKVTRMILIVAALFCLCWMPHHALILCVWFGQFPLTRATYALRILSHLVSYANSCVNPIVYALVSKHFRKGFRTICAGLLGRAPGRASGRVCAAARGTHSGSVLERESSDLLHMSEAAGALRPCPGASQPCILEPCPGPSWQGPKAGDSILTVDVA
bCat KO growth – beta-catenin-lacking colon tumor cell growth suppression; HCT116 beta-catenin knockout viability, CellTiter-Glo, 60 h; stronger effect = lower value; viability, % at 10 µM; 140,000 compounds, 1.5% hits; AID 818;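 active = viability at or under a set limit, the compound median less 4 SD, cut at about 6% in these data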;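 also: 0% = Hyamine 1622 control at 20 µM and 100% = untreated cell control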
Phagocytosis inh – inhibitors of macrophage phagocytosis | J774A.1 macrophage IgG-bead phagocytosis, imaging | inhibition, % at 5 µM | 110,000 compounds, 0.07% hits | AID 1029;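 active = inhibition above the mean of the plate negative controls plus 5 SD, cut at about 13% in these data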;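 also: phagocytic index as fraction of beads internalized from green versus red external bead signal; plate controls were DMSO negative control for no effect and cytochalasin-D positive control for full effect; some results beyond the cut were filed as inactive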
NPY Y2 blocker – blocks the human neuropeptide Y Y2 receptor; P49146; NPY-Y2 expressing cells, antagonist mode; inhibition, % at 2.7 µM; 140,000 compounds, 0.99% hits; AID 793; in the data active = inhibition above about 17%;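 also: 0% = vehicle with agonist challenge and 100% = reference antagonist with challenge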
Target sequence (P49146 whole entry, looked up): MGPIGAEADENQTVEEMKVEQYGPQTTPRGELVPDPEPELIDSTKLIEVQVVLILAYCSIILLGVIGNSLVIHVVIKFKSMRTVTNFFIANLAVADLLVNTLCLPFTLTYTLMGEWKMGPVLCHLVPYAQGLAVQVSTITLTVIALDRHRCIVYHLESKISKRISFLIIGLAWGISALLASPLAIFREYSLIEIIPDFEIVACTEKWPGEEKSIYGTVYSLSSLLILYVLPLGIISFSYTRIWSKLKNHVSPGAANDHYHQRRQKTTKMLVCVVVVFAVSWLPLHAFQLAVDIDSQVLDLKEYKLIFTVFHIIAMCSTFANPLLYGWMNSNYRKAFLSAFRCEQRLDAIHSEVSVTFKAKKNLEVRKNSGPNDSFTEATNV
Starred values were filed as active, the others as inactive; . = no result given.

Results follow in this order: BB579 growth dn, Yeast lifespan up, Measles CPE, MRP-1 activ, E-sel TNF inh, HCT116 PTEN-null, GALR2 blocker, bCat KO growth, Phagocytosis inh, NPY Y2 blocker
> Cc1cc(N(C)Cc2ccccc2)nc(-c2ccccc2)n1
    -12, -9, 11, -5.8, 7, 51, -15, 34, -4, 15
> CCn1c(COc2ccccc2C)nnc1SCC(=O)N1CCC(C)CC1
    -21, -11, 30, -0.8, 5, 84, 7, 94, 1, 0
> Cc1cccc(C)c1NC(=O)N1CCN(C2CCCCC2)CC1
    -6, -6, 9, -2.9, -54, 97, -4, 96, ., 3
> Oc1ccc(N=Nc2n[nH]c(-c3ccccc3)n2)cc1
    -3, -1, 17, -3.9, ., 99, 6, 90, -12, 0
> Cc1ccccc1Oc1ncnc2sccc12
    -57, -19, 8, -0.3, -6, 96, -2, 119, ., 2
> CCc1ccc(-c2nnn(Cc3nc4ccccc4s3)n2)cc1
    -9, -9, 18, -1.3, ., 95, -16, 95, 2, 16
> COc1cccc(-c2nc(CS(=O)CC(=O)NC3CCCC3)c(C)o2)c1 (stereo not given)
    -33, 1, 11, -2.2, ., 99, -12, 89, 1, 1
> COC(=O)C1C(=O)C2=C(CC1C)NC(=O)CC2c1cccc(C)c1 (stereo not given)
    -23, -9, 16, -0.9, 9, 101, 0, 94, ., 0
> Cc1cc(-c2ccccc2)[nH]c(=O)c1S(=O)(=O)c1ccccc1
    -28, -14, 4, -2.2, -10, 94, 11, 88, ., 0
> Cc1cc(=O)c2ccc3ccccc3c2[nH]1
    -56, -4, 11, -1.6, 21, 90, 0, 82, -2, 2
> O=C(NC1(C(F)(F)F)C(=O)Nc2c1c(=O)[nH]c(=O)n2Cc1ccco1)C1CCCCC1 (stereo not given)
    -32, -3, 17, -0.8, 7, 94, -8, 98, 0, 2
> CCc1nc2oc3ccccc3c(=O)c2c(=O)n1Cc1ccc(OC)cc1
    -14, -5, 14, -4.1, 14, 98, 3, 88, -1, 5
> O=C(Nc1cccc(Cl)c1)Nc1nc(-c2ccc(Cl)cc2)cs1
    -6, -10, 2, -0.6, 20, 15, -3, 30, 5, -1
> CCOC(=O)CN1C(=O)C(Sc2n[nH]c(-c3ccccc3)n2)CCc2ccccc21 (stereo not given)
    8, -6, 6, -0.1, 18, 79, -16, 83, -1, -1
> Cc1ccc(C)c(NC2=CC(=O)CC(C)(C)C2)c1C#N
    -24, -10, 2, -1.0, -11, 100, 8, 89, 4, 1
> COc1ccc(Cn2c(=O)oc3ccc(C)cc32)cc1OC
    -23, -26, 5, -1.2, -4, 70, 19, 82, -1, 2
> Cc1ccc(NC(=O)Cn2c(=O)n(Cc3ccco3)c(=N)c3c4c(sc32)COC(C)(C)C4)cc1
    -28, -1, 22, 0.2, ., 80, 2, 74, -2, 3
> O=C(NCc1ccco1)c1nc2nc(-c3cccs3)cc(C(F)(F)F)n2n1
    -12, -17, 26, -1.1, 10, 64, 6, 61, -1, -1
> COc1ccc(NC(=O)Nc2ccc(Cc3ccncc3)cc2)cc1OC
    9, -19, 6, -3.5, 17, 63, -2, 77, -6, 1
> CN1C(=O)CC(N2CCN(c3ccc(Cl)c(Cl)c3)CC2)C1=O (stereo not given)
    -41, -9, 21, -0.4, -14, 88, -15, 93, -1, 1

Ordered by count of non-hydrogen atoms (largest number first): seven of the compounds above.
Results follow in this order: BB579 growth dn, Yeast lifespan up, Measles CPE, MRP-1 activ, E-sel TNF inh, HCT116 PTEN-null, GALR2 blocker, bCat KO growth, Phagocytosis inh, NPY Y2 blocker
> Cc1ccc(NC(=O)Cn2c(=O)n(Cc3ccco3)c(=N)c3c4c(sc32)COC(C)(C)C4)cc1
    -28, -1, 22, 0.2, ., 80, 2, 74, -2, 3
> O=C(NC1(C(F)(F)F)C(=O)Nc2c1c(=O)[nH]c(=O)n2Cc1ccco1)C1CCCCC1 (stereo not given)
    -32, -3, 17, -0.8, 7, 94, -8, 98, 0, 2
> CCOC(=O)CN1C(=O)C(Sc2n[nH]c(-c3ccccc3)n2)CCc2ccccc21 (stereo not given)
    8, -6, 6, -0.1, 18, 79, -16, 83, -1, -1
> COc1ccc(NC(=O)Nc2ccc(Cc3ccncc3)cc2)cc1OC
    9, -19, 6, -3.5, 17, 63, -2, 77, -6, 1
> O=C(Nc1cccc(Cl)c1)Nc1nc(-c2ccc(Cl)cc2)cs1
    -6, -10, 2, -0.6, 20, 15, -3, 30, 5, -1
> COc1ccc(Cn2c(=O)oc3ccc(C)cc32)cc1OC
    -23, -26, 5, -1.2, -4, 70, 19, 82, -1, 2
> Cc1ccc(C)c(NC2=CC(=O)CC(C)(C)C2)c1C#N
    -24, -10, 2, -1.0, -11, 100, 8, 89, 4, 1

(next part)
Results follow in this order: BB579 growth dn, Yeast lifespan up, Measles CPE, MRP-1 activ, E-sel TNF inh, HCT116 PTEN-null, GALR2 blocker, bCat KO growth, Phagocytosis inh, NPY Y2 blocker
> Nc1c(Cl)cc(NC(=O)c2ccccc2C(=O)O)cc1Br
    22, 0, 2, -1.3, ., 103, 7, 86, -5, 0
> COc1ccc(S(=O)(=O)N(C)CC(=O)Nc2ccccc2SC)cc1Cl
    9, -4, 5, -1.0, 18, 92, 0, 90, 1, 4
> Cc1ccc(-c2cc(C(=O)NCc3ccc4c(c3)OCO4)no2)cc1
    -43, 7, 3, 0.8, -14, 103, -9, 104, 0, 18*
> CCOC(=O)COc1c(Cl)cc(C2NC(=S)NC(c3ccccc3)=C2C(C)=O)cc1OC (stereo not given)
    -11, -2, 7, -3.0, ., 101, 14, 97, -4, -2
> Fc1ccccc1OCCCCSc1ncccn1
    -30, -16, 13, -1.4, 18, 88, 2, 83, -2, 4
> CC(=O)c1ccc(C#CC(C)(C)O)s1
    -25, -30, 29, -1.5, 25, 98, 8, 96, 0, -1
> COc1ccc2cc(C(c3nnnn3C(C)(C)C)N3CCSCC3)c(=O)[nH]c2c1 (stereo not given)
    -56, -7, ., 0.1, -45, 97, 4, 104, -1, 0
> CCn1ncc(C(=O)Nc2ccccc2C)c1C
    -23, -1, 5, 3.4, ., 99, -1, 101, -2, 4
> Nc1nc(SCC(=O)Nc2cc(-c3ccccc3)nn2-c2ccccc2)n[nH]1
    -38, 52, 16, -1.0, 37, 86, 6, 90, ., 1
> O=c1cc(N2CCOCC2)c2ccccc2o1
    -14, 2, 19, -3.5, 8, 89, -10, 93, -1, -1
> C=CCOn1c(=O)c(-c2ccc(OC)c(OC)c2)[n+]([O-])c2ccccc21
    -46, -8, 9, -0.9, ., 102, -4, 94, ., 1
> Cc1cccc(NC(=O)C2CCN(S(=O)(=O)c3c(C)noc3/C=C/c3ccco3)CC2)n1
    0, -4, 6, -1.1, 18, 33, 13, 51, ., 4
> CNC(=O)CN(c1ccc(OC)cc1)S(=O)(=O)c1ccc(F)cc1
    -30, ., 2, 1.2, -3, 90, 0, 93, ., -1
> C=CCn1c(C)cc(C(=O)CSc2nc3ccccc3o2)c1C
    -47, 1, 7, -0.4, 8, 53, 1, 42, 0, 8
> O=C(NNC(=O)c1ccccc1-n1cccc1)c1ccc(Cl)cc1Cl
    -12, -4, 18, 0.1, ., 95, 3, 93, ., 1
> CCc1ccccc1NCC(=O)Nc1ccc(Cl)c(C(F)(F)F)c1
    32, -7, 7, -2.4, ., 58, 3, 69, -8, 1
> COc1ccccc1/C=C1\SC(=O)N(CCC(=O)NNC(=O)c2ccccc2Cl)C1=O
    -32, -3, 9, -3.8, -19, 102, -6, 94, 1, 0
> CCCCn1c(NC(=O)c2ccc(Br)o2)c(S(=O)(=O)c2ccccc2)c2nc3ccccc3nc21
    -19, 19, 27, -1.2, -16, 64, -7, 79, ., 1
> COc1cccc(CNc2ncc(Br)cc2Br)c1O
    -28, -10, 3, -0.3, ., 89, -5, 92, -1, 2
> COc1cc(/C=N/O)cc(Br)c1OCC(=O)NCc1ccccc1
    -24, -4, 17, -2.6, ., 91, 3, 103, -4, 12
> O=C(c1ccc2nc3ccccc3c(=O)n2c1)N1CCN(Cc2ccc3c(c2)OCO3)CC1
    -10, -24, 4, -3.2, -19, 72, -1, 75, 2, 2
> C=C(C(=O)c1ccccc1)C(c1ccccc1)C(C)C(=O)c1ccccc1 (stereo not given)
    -7, 11, 22, -5.1, ., 9, -4, 11, -7, 12
> CN(Cc1ccccc1)C(=O)COC(=O)c1ccccc1NS(=O)(=O)c1cccc(N)c1
    -27, -2, 5, -1.4, 1, 104, 10, 107, 2, 4
> Cc1cc(C(=O)OCC(=O)Nc2ccc(F)cc2[N+](=O)[O-])c2ccccc2n1
    -32, -1, 13, -4.0, ., 91, -3, 82, 5, 0
> Cc1nc(-c2ccc(Br)cc2)ccc1C(=O)O
    15, -4, 4, -1.1, ., 99, 5, 95, -5, 1
> Cc1[nH]c2ccccc2c1C(c1ccncc1)N1CCN(c2ccccc2F)CC1 (stereo not given)
    -8, -4, 4, -4.5, ., 78, 2, 73, ., 5
> CCOC(=O)C1=C(Nc2ccccc2)CC(C)(O)C(C(=O)OCC)C1c1ccc(Br)cc1 (stereo not given)
    -18, -1, 5, -3.3, 9, 70, 3, 70, 4, 1
> Cc1cc(C)n(C(=O)CCC(=O)Nc2ccc(C)c(C)c2)n1
    -3, -9, 5, -1.2, 18, 90, 10, 99, 0, 0
> CC(C)NS(=O)(=O)c1cccc2nsnc12
    -64, -10, 4, -2.8, -14, 86, 1, 89, ., 0
> Cc1occc1-c1nnc(SCC(=O)N2CCN(c3ccccc3F)CC2)n1C
    -49, 6, 4, -1.1, -13, 82, 4, 76, -3, 3
> CC(C)c1ccc(OCC(=O)Nc2ccc(OC(F)(F)F)cc2)cc1
    -34, 5, 35*, 0.0, -28, 90, 6, 87, -5, 5
> CNS(=O)(=O)c1cc(O)c2c(S(=O)(=O)NC)cccc2c1
    -39, -8, 9, 0.2, ., 104, 12, 105, -4, 3
> CC1(C)CC(n2c(NCCO)nc3c(c2=O)C2(CCCC2)Cc2ccccc2-3)CCO1 (stereo not given)
    -48, -21, 16, -3.5, -30, 65, -3, 74, -1, 1
> COc1ccccc1NC(=O)c1[nH]c(C)c(C(C)=O)c1C
    -53, -5, 12, -1.3, 5, 95, 28*, 77, 0, 6
> Cc1cccc(-n2cc[nH]c2=S)c1
    -6, 1, 14, -1.4, ., 104, 3, 92, 2, 3
> CC(=O)c1c(C)[nH]c(C(=O)NCc2ccccc2)c1C
    -22, -14, 29, 0.1, -1, 86, 12, 93, -2, 1
> O=C1C(Cl)=C(N2CCCCCC2)C(=O)N1c1ccccc1
    -21, -6, 6, -1.4, ., 101, -7, 100, 0, 4
> NC(=O)c1ccsc1NC(=O)CSc1ccccc1F
    -30, -12, 12, 1.4, -18, 93, -5, 102, -2, 2
> Cc1nc(NCC2CCCO2)nc2c1C(=O)CC(C)C2 (stereo not given)
    -13, -4, 11, -0.2, 15, 95, 7, 97, -2, 3
> Cc1nc(SCc2ccc(F)cc2)c([N+](=O)[O-])[nH]1
    -41, 3, 1, -2.5, ., 92, -6, 90, 0, 6

Bioassay records deposited in PubChem BioAssay by several laboratories.
